HSF1 activator: HSF-1 activators, primary screen, NIH3T3-HGL cells, MG132 stress, luminescence, single point | NIH3T3-HGL HSF-1 luciferase reporter, 8 h; 100% = twice DMSO control signal | activation, % at 9 µM | 1.7% of 300,000 active;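 active = mean replicate activation of at least 50% with a set share of replicates each reaching 50%; inconclusive = only one of those two conditions met; inactive = mean below 50% and too few replicates reaching it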;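 note: 0% = median of the neutral control wells and 100% = twice that signal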
HSF1 inh: HSF1 inhibitors in luciferase reporter cells, primary screen, cell-based, NIH3T3, luminescence; NIH3T3-HGL HSE-luciferase, MG132-induced, luminescence 8 h; active compounds read low; activity change, negative = inhibition, % at 7.5 µM (by protocol); 0.77% of 300,000 active; AID 2098, 2009;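 active = more than half of replicate wells show activity change below -50%, luminescence cut by over half; inconclusive = some wells, but at most half, below -50%; inactive = no replicate well below -50%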;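 note: luciferase reports HSF-1 transcriptional activity via heat shock element; 0% = median of DMSO wells and -100% = zero luminescence signal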
HSP90 inh: HSP90 inhibitors, primary screen, cell lysate, luminescence. Heat shock protein HSP 90 (rabbit reticulocyte lysate; luciferase refolding). Rabbit reticulocyte lysate, luciferase refolding luminescence, 3 h. inhibition, % at 5.6 µM. 0.91% of 290,000 active;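 active = inhibition above the screen-wide mean plus 3 SD, computed separately per campaign, cut at about 16% in these data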;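 note: 0% = DMSO wells and 100% = 60 µM geldanamycin wells; inhibitors lower the luminescence because luciferase stays unfolded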
aSyn 5UTR inh: MLPCN primary screen, SNCA 5' untranslated region; 0.82% of 300,000 active; inhibition, % (tested at 7.5 µM); alpha-synuclein 5'UTR reporter, inhibitor activity; AID 1813, 2009; in the data active = inhibition above about 60%; inconclusive = no clear call, values can overlap the other calls;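 note: H4 neuroglioblastoma cells stably carrying SNCA 5'UTR luciferase fusion; 0% = DMSO wells and 100% = positive control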
AI-2 QS modul: Vibrio harveyi AI-2 quorum sensing modulators, primary screen, JMH597 strain, luminescence/OD600 ratio | Vibrio harveyi JMH597 AI-2 luminescence/OD600 ratio, 9 h; active compounds read low; strain lacks LuxN and CqsS sensors; 0 = neutral-control median | activity change, % at 7.5 µM | 0.4% of 300,000 active; in the data active = activity change below about -75%, passing the limit was not always enough; inconclusive = no clear call, values can overlap the other calls;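 note: luminescence divided by OD600 gain over 9 h not by final OD600 alone; inactives centre near 13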
KLF5 inh: KLF5 expression inhibitors, primary screen, DLD-1 cells, luminescence | DLD-1 KLF5 promoter-luciferase reporter | inhibition, % at 5 µM | 0.23% of 290,000 active;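 active = inhibition above a per-plate limit of that plate's mean compound inhibition plus 3 SD, cut at about 60% in these data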;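 note: 0% = DMSO wells and 100% = LY294002 at 200 µM; higher means less KLF5 promoter-driven luciferase light; inactives centre near -14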
PolyA inhibitor: polyadenylation inhibitors in yeast reporter cells, primary screen, luminescence, S. cerevisiae; S. cerevisiae SKY197-pL101 polyadenylation reporter, beta-gal luminescence; efflux-impaired pdr1/pdr3 knockout yeast; score 100 = 6 SD above DMSO; calls only at 12 µM; 0.02% of 300,000 active;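 active = lowest replicate activity score at least 50, where 100 means six control SD above control mean; inconclusive = lowest score under 50 but half or more replicates reach 50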;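 note: yeast exposed to compound for 9 h at 30 °C; higher score means more reporter readthrough which indicates perturbed polyadenylation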
GSK3 alpha inh: blockers of GSK3A enzyme activity – biochemical, luminescence, cell-free homogeneous, HTS, primary screen; Glycogen synthase kinase-3 alpha (Homo sapiens), P49840; GSK-3 alpha kinase, ADP-Glo luminescence, 60 min; inhibition, % at 10 µM; 0.1% of 320,000 active;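 in the data active = inhibition above about 50%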;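 note: GST-tagged GSK-3 alpha with peptide substrate and 25 µM ATP; 0% = DMSO neutral wells and 100% = GW8510 positive control wells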
Target sequence (P49840 whole entry, looked up): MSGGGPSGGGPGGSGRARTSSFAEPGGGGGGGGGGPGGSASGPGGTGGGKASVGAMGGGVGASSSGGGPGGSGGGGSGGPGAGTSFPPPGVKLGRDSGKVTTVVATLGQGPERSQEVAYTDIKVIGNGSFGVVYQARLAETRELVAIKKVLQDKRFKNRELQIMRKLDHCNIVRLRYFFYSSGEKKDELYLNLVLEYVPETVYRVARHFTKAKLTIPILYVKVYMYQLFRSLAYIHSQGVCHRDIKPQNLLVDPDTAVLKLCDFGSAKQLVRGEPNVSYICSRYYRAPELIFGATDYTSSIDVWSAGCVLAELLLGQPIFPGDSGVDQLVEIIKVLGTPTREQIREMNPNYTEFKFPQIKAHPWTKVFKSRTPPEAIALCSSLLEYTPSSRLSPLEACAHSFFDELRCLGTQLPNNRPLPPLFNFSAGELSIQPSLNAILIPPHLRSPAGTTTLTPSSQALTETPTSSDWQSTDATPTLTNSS
GSK3beta inhib: human GSK3beta kinase inhibitors, primary screen, biochemical, cell-free homogeneous, HTS; GST-GSK3beta kinase, ADP-Glo luminescence, 60 min; active compounds read low; activity score (negative = inhibition), % at 10 µM; 0.038% of 300,000 active;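 active = more than half of replicate wells score below -50%, meaning over 50% inhibition versus plate controls; inconclusive = some replicates but at most half score below -50%; inactive = no replicate scores below -50%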;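 note: 0% = median DMSO wells and -100% = median GW8510 positive control wells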
Target sequence (P49841 whole entry, looked up): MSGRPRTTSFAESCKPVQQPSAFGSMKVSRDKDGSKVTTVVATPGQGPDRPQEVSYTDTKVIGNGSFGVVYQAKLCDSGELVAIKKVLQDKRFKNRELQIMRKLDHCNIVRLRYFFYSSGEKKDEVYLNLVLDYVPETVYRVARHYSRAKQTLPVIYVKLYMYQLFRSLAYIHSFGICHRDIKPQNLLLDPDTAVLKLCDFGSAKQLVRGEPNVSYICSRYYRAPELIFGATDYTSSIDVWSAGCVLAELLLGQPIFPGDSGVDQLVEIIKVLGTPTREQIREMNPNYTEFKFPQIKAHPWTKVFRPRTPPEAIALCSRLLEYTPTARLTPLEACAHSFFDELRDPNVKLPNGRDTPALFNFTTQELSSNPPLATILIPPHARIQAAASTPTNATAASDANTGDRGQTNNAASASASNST
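Assay system: GST-tagged human GSK3beta kinase, cell-free; Input: 1.6 ng GSK3beta; Medium: Tris/MgCl2 kinase buffer; Timing: 60 min enzyme reaction, room temperature; Signal: ADP-Glo luminescence quantifying ADP generated by kinase; Evaluation: score relative to plate controls; Benchmarks: DMSO neutral wells and GW8510 at 20 µM as positive.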
IEC-6 cytotox: cytotoxicity in IEC-6 intestinal epithelial cells, primary screen, cytotoxicity control for KLF5 inhibitor project, cell-based, luminescence. IEC-6 cytotoxicity, luminescence viability. 0.78% of 290,000 active. inhibition, % at 5 µM; in the data active = inhibition above about 22%;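 note: 0% = plate median of test compound wells and 100% = cytotoxic reference compound wells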
* marks the source's active call; other numbers are inactive results; i = inactive; ? = inconclusive; . = not tested or not shown.

The line under a structure holds: HSF1 activator | HSF1 inh | HSP90 inh | aSyn 5UTR inh | AI-2 QS modul | KLF5 inh | PolyA inhibitor | GSK3 alpha inh | GSK3beta inhib | IEC-6 cytotox
Cn1c(=Nc2ccc(N3CCOCC3)cc2)ccc2ccccc21
  -8 | -11 | -3 | -16 | 20 | 6 | i | . | -2 | -1
Cc1ccc(SCC(=O)c2c(C)[nH]c3ccccc23)cc1
  47 | 30 | 2 | -39 | 43 | -21 | i | -3 | 5 | -6
CCCOc1cccc(C(=O)NC(=S)Nc2cccc(C(F)(F)F)c2)c1
  1 | -4 | -5 | 6 | 21 | -16 | i | -2 | 4 | 0
CC(=O)NC(=S)Nc1ccc(S(=O)(=O)Nc2nc(C)cc(C)n2)cc1
  18 | -4 | 2 | 9 | 14 | -26 | i | -4 | -1 | -7
Cc1cnc(C(=O)Nc2nnc(C)s2)cn1
  -5 | -5 | -2 | -15 | 10 | -13 | i | -1 | 0 | -5
Cc1ccccc1C=Nc1ccccc1C(N)=O
  1 | -1 | 6 | -15 | 2 | 23 | i | 1 | -3 | 23*
O=C(c1cc(Cl)cc(Cl)c1)N1CCOCC1
  -16 | -5 | 0 | 1 | 13 | -4 | i | -8 | -3 | 0
CCOC(=O)c1ccc(N/C=C2\CCCCC2=O)cc1
  -25 | -9 | -5 | -127 | 27 | -35 | i | -1 | 2 | 3
Cc1ccc(C(=O)N2CC3(C(C)C)CN(C(=O)c4ccc(C)cc4)CC(C(C)C)(C2)C3=O)cc1
  -7 | -4 | -1 | 21 | 17 | 5 | i | -1 | 3 | -1
O=C(COc1ccc(F)cc1Br)NCc1ccccn1
  4 | 17 | 1 | -88 | 20 | -56 | i | 0 | 1 | 6
COC(=O)[C@@]12CCCCN1[C@H](c1ccc(-c3cccc(Cl)c3)c(OC)c1)[C@@H]1C(=O)N(C)C(=O)[C@@H]12
  10 | -4 | . | 23 | 10 | . | i | -4 | 1 | .
COc1ccc(CCNC(=O)[C@H](C)NC(=O)[C@@H]2CSC3c4ccccc4C(=O)N32)cc1 (stereo partly specified)
  -17 | -8 | -3 | 1 | 19 | -14 | i | -2 | 0 | -6
COCCC(=O)N1CCC(Oc2ccc(C(=O)N3CCCC(OC)C3)cc2)CC1 (stereo unspecified)
  -15 | -8 | 3 | -11 | 8 | -4 | i | . | 0 | -4
CCOc1ccc(NS(=O)(=O)c2ccc3[nH]c(=O)cc(C(=O)O)c3c2)cc1
  -7 | -6 | -2 | -7 | 25 | -13 | i | -2 | 1 | -9
COc1ccc(NC(=O)CCS(=O)(=O)c2ccc(Br)s2)cc1
  10 | -5 | 0 | 24 | -1 | 11 | i | 0 | -1 | 6
COc1ccc(-n2ncc3c(=O)n(CC(=O)N4c5ccccc5CC4C)cnc32)cc1 (stereo unspecified)
  0 | -5 | 2 | 3 | 2 | -44 | i | -8 | -1 | 0
Cc1c(NC(=O)Cn2nc(C(F)(F)F)c3c2CCCC3)c(=O)n(-c2ccccc2)n1C
  0 | -2 | -2 | 2 | 3 | -36 | i | -2 | 2 | -12
Cc1cc(/C=N/NC(=O)c2cccc(N(C)C)c2)c(C)n1-c1cc(C(=O)O)cc(C(=O)O)c1
  -3 | -8 | 5 | -20 | 35 | -59 | i | . | -3 | -10
CCOC(=O)c1cc([N+](=O)[O-])sc1NC(=O)CC
  -9 | -13 | -2 | 11 | 1 | 11 | i | -2 | 1 | 2
COc1cc(C)ccc1OCc1cc(C(=O)N2CCN(C)C[C@@H]2c2ccccc2)no1
  14 | 18 | 0 | -139 | 11 | -97 | i | -1 | -1 | 4
O=S(=O)(c1cc(Cl)ccc1Cl)N1CCc2ccccc21
  24 | 3 | 2 | -6 | -10 | -33 | i | 1 | 3 | 8
C/C(=N/O)c1cccc(N2Cc3ccccc3C2)c1
  5 | 8 | -1 | -74 | 14 | -54 | i | 2 | -1 | -3
CSc1ccccc1NC(=O)c1c(Br)cnn1C
  4 | -7 | 7 | 20 | 17 | -31 | i | -1 | 3 | 1
NC(=O)[C@H]1CC2(CC(c3cccc(NC(=O)CC(c4ccccc4)c4ccccc4)c3)=NO2)CN1C(=O)c1ccccc1C(=O)c1ccccc1 (stereo partly specified)
  -15 | 3 | . | 8 | 6 | . | i | -1 | -1 | .
O=C(CSc1n[nH]c(C2CCCC2)n1)NC1CCCC1
  17 | -2 | -2 | 4 | 7 | -7 | i | 3 | -2 | 1
CCn1cc(C(=O)NCc2ccco2)c(=O)c2cc(F)c(N3CCN(C(=O)c4ccco4)CC3)cc21
  13 | -3 | 2 | 4 | 25 | -15 | i | 0 | 0 | 5
CC(=O)N1CCN(c2ccc(NC(=O)COc3ccc(Cl)cc3Cl)cc2)CC1
  38 | 43 | 1 | 0 | 33 | 1 | i | -1 | 1 | 6
COc1ccc(NC(=O)N2CCCC(CNS(=O)(=O)c3cccs3)C2)c(C)c1 (stereo unspecified)
  -3 | -6 | -2 | 4 | 18 | -20 | i | 0 | 1 | -11
Cc1ccc(C(=O)NCc2ccc3c(c2)OCO3)cc1S(=O)(=O)N1CCOCC1
  -10 | -7 | 1 | -24 | 38 | 13 | i | -3 | 3 | 3
CN(C)Cc1n[nH]c(=O)c2ccccc12
  -5 | -2 | 2 | -23 | 10 | -33 | i | 1 | 1 | 3
CN(C)CCNc1ncnc2oc(-c3ccccc3)c(-c3ccccc3)c12
  -7 | -5 | -2 | 1 | -6 | -17 | i | 7 | 4 | -4
COc1ccccc1CNC(=O)CN(c1cccc([N+](=O)[O-])c1)S(C)(=O)=O
  -3 | -7 | -5 | -5 | 11 | -17 | i | 0 | 1 | -3
Cc1ccc(-n2nnc(-c3nccs3)n2)cc1
  -8 | -18 | 76* | 95* | 14 | 63* | i | -1 | 4 | 5
Cc1cccnc1NC(=O)c1cc2ccccc2oc1=O
  42 | 3 | 1 | -200 | 8 | -19 | i | -9 | 1 | 0
CSc1cccc(CN2CCCC(CNC(=O)c3ccco3)C2)c1 (stereo unspecified)
  3 | -4 | -1 | 12 | 7 | -15 | i | 5 | -3 | -5
Cc1cc(OCCOCCN(C)C)ccc1Cl
  -2 | 1 | 5 | -18 | 20 | -29 | i | 0 | -1 | 0
COc1ccc2c(C)nc(Nc3nc(-c4ccccc4)cc(=O)[nH]3)nc2c1
  95* | 65 | 2 | i | 18 | 5 | i | -2 | 0 | -4
O=C(NC(=S)NCCC1=CCCCC1)c1cncc(Br)c1
  -55 | ? | -2 | -6 | 25 | -57 | i | 1 | -1 | 4
CCOC(=O)C1(CCc2ccccc2)CCN(C(=O)CCn2cncn2)CC1
  35 | 7 | -2 | -99 | 28 | -63 | i | -1 | -1 | -3
CCn1ncc(/C=N/NC(=O)c2cc(Cl)ccc2OC)c1C
  -10 | -5 | 0 | -18 | 16 | -12 | i | -3 | -2 | 8
Cc1sc2nc(CN(Cc3cccs3)C(=O)C3CC3)[nH]c(=O)c2c1C
  15 | 12 | 8 | -1 | 26 | -25 | i | 0 | -2 | -7
COc1ccc(-c2coc3cc(O)cc(O)c3c2=O)cc1
  38 | 28 | 7 | -115 | 3 | -158 | i | 5 | -4 | 1
Cc1cccc2c1NC(=O)C2(O)N1CCCC(C)C1 (stereo unspecified)
  8 | -2 | -2 | -2 | 1 | -7 | i | 3 | 2 | -5
O=C(N/N=C/c1cc([N+](=O)[O-])ccc1O)c1cccc(NC(=O)c2cccc(Cl)c2)c1
  -3 | -6 | -6 | ? | 26 | 55 | i | 3 | -4 | 1
Cc1c(NC(=O)C(C)OC(=O)C(NC(=O)c2ccco2)C(C)C)c(=O)n(-c2ccccc2)n1C (stereo unspecified)
  5 | -2 | 6 | 2 | 21 | 9 | i | 0 | -1 | 0
c1ccc2[nH]c(Cn3nnc4ccccc43)nc2c1
  -5 | -7 | . | -9 | 8 | . | i | -2 | 1 | .
CCOC(=O)c1cc(S(=O)(=O)NCc2ccco2)cn1C
  -5 | 1 | -1 | -18 | 13 | -19 | i | 0 | 3 | -2
COc1ccc(NS(=O)(=O)c2cccc(C(=O)N3CCN(c4ccccc4O)CC3)c2)cc1
  8 | 2 | . | -10 | 18 | . | i | . | -3 | .
CCOc1ccc(CCNC(=O)CN2C(=O)NC3(CCc4ccccc43)C2=O)cc1OCC (stereo unspecified)
  -6 | -1 | . | 32 | 23 | . | i | -2 | 0 | .
Cc1ccc(NC(=O)NNC(=O)c2cc3ccccc3cc2O)cc1C
  -2 | -3 | -2 | 3 | 21 | -6 | i | 1 | 1 | -4
Cc1cc2cc(C)c3nnc(SCC(=O)N4CCN(C(=O)c5ccco5)CC4)n3c2cc1C
  -4 | -1 | -2 | 15 | 5 | -33 | i | 0 | 1 | 0
CCOC(=O)N1CCN(/C=C(\C#N)c2nc3ccccc3s2)CC1
  19 | 18 | 0 | -94 | 5 | -40 | i | -2 | -1 | 4
CCC(C)[C@H](NC(=O)NCc1ccco1)C(=O)OC (stereo partly specified)
  . | . | 2 | . | -1 | -3 | i | -2 | 1 | -3
CCOc1ccc(S(=O)(=O)N(CC(=O)NCC(F)(F)F)Cc2ccco2)cc1
  -3 | -1 | 1 | 31 | 2 | -20 | i | 2 | -8 | -10
COC(=O)c1sc(S(=O)(=O)N2CCC(C(N)=O)CC2)c(C(=O)OC)c1C
  -17 | 0 | -9 | 3 | 15 | -24 | i | -3 | 0 | 1
O=[N+]([O-])c1ccccc1S(=O)(=O)N1CCN(Cc2ccc3c(c2)OCO3)CC1
  -4 | -1 | -2 | 11 | 3 | -3 | i | -3 | 1 | -2
O=C1S/C(=C\c2ccc(Cl)cc2)C(=O)N1CCn1cnnn1
  28 | -2 | 2 | -28 | 14 | -10 | . | 3 | 0 | 1

Only part of the results is shown; count on the stated rates, not on these rows.
